APOBEC3A inh: human APOBEC3A DNA deaminase inhibition; P31941; recombinant A3A, FAM/TAMRA ssDNA deamination fluorescence; actives 0.41% (n = 330,000); inhibition, % at 20 µM;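 active = at least 40% inhibition at 20 µM here, with at most 30% in a related deaminase screen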;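 also: plate controls were A3A with DMSO for no effect and wells lacking A3A enzyme for full effect; some results filed as inactive read as strong as hits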
Target sequence (P31941 whole entry, looked up): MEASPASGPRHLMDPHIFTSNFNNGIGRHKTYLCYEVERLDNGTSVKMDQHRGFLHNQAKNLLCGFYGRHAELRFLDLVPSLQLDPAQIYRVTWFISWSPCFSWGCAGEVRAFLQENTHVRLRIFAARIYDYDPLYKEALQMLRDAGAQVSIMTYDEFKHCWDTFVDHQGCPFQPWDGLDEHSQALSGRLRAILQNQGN
GRIN3A LBD mod: modulates the human NR3A ligand-binding domain | NR3A LBD differential scanning fluorimetry, Tm shift; 0% = protein alone, 100% = glycine-bound protein | Tm shift relative to glycine control, % at 25 µM | actives 2.5% (n = 340,000) | AID 1259313;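 active = melting temperature shift of at least 10% of the positive control shift, at one fixed dose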
CXCR6 block: inhibitors of human CXCR6 receptor. CHO-K1 PathHunter CXCR6 beta-arrestin, luminescence. inhibition, % at 20 µM. actives 0.36% (n = 360,000); in the data active = inhibition above about 34%, passing the limit was not always enough;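 also: antagonist mode with CXCL16 agonist at 10 nM final; 0% = 10 nM CXCL16 with DMSO and 100% = unstimulated wells without agonist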
Target sequence (O00574 whole entry, looked up): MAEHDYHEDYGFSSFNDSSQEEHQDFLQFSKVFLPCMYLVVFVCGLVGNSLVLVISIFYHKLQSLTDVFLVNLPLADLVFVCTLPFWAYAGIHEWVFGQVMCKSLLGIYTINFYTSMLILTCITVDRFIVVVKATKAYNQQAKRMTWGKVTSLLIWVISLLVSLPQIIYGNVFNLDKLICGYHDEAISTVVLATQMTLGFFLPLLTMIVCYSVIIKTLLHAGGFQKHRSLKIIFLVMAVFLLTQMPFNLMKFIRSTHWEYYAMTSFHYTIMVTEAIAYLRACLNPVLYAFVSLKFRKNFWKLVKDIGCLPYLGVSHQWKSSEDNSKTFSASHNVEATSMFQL
EBI2 antag: EBI2 (human) antagonism; inhibition, % at 5 µM; P32249; actives 0.81% (n = 360,000); EBI2 beta-arrestin recruitment, luminescence, 7a,25-OHC stimulated; in the data active = inhibition above about 38%;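 also: enzyme fragment complementation signal reports receptor beta-arrestin coupling in cells; 0% = agonist plus DMSO wells and 100% = wells without agonist; some results beyond the cut were filed as inactive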
Target sequence (P32249 whole entry, looked up, the tested form may be a part): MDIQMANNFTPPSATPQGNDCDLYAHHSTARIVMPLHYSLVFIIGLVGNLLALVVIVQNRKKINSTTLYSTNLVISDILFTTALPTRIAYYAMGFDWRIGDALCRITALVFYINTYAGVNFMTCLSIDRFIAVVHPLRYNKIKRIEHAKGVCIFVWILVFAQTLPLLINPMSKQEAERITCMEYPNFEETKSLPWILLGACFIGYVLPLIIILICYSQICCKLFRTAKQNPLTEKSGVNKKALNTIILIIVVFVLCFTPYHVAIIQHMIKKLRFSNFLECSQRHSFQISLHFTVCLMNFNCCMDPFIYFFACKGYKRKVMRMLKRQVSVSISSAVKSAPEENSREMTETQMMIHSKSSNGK
CCR6 antagonist: CCR6 (human) receptor antagonism; P51684; CHO-K1 CCR6 PathHunter beta-arrestin, luminescence, CCL20-stimulated; inhibition, % at 20 µM; actives 0.49% (n = 340,000); AID 493098;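 active = compounds whose inhibition of the agonist-driven luminescence signal at 20 µM reaches about 50%, limit read from the data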;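 also: cells stimulated with CCL20 at 14 nM final; plate controls were DMSO with CCL20 for no effect and DMSO without agonist for full effect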
Gli-Sufu antag: blocks Gli-Sufu signaling in a luciferase reporter; Sufu-KO-LIGHT fibroblasts, Gli luciferase reporter luminescence; inhibition, % at 5 µM; actives 0.74% (n = 340,000);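 active = inhibition above about 55%, limit read from the data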;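 also: 0% = DMSO-treated cells and 100% = wells with medium but no cells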
A3G deaminase: blocks human APOBEC3G single-stranded DNA deamination. Q9HC16. recombinant A3G, ssDNA deamination FAM/TAMRA fluorescence. inhibition, % at 20 µM. actives 0.28% (n = 330,000). AID 493012;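 active = inhibition of at least 40% at 20 µM, with no more than 30% in the related APOBEC3A deaminase screen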;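 also: plate controls were DMSO wells with A3G for no effect and wells lacking A3G enzyme for full effect; some compounds called inactive have numbers as strong as hits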
MPTP block: permeability transition pore inhibition. actives 1.4% (n = 360,000). inhibition, % at 10 µM. AID 602449. isolated mouse mitochondria, Ca2+ swelling absorbance, 30 min;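 active = inhibition of 50% or more, scaled per plate between neutral and stimulator controls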;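 also: 0% = DMSO wells given calcium and 100% = 1 mM EGTA wells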
* marks the source's active call; other numbers are inactive results; / = not tested or not shown.

cpd	SMILES	APOBEC3A inh	GRIN3A LBD mod	CXCR6 block	EBI2 antag
1	O=C(COc1ccccc1)Nn1c(-c2ccccc2)nc2ccccc2c1=O	-8	-2	-7	4
2	O=C(OCC(=O)N1CCOCC1)c1ccc2ccccc2c1	0	-2	6	-5
3	O=C(OCC(=O)N1CCc2ccccc21)c1ccc([N+](=O)[O-])cc1	-4	1	-17	-9
4	COc1ccc(OC)c(NC(=O)CCN2CCCCCC2)c1	-4	-1	-2	-3
5	COc1ccc(OC)c(NC(=S)NCc2cccs2)c1	-5	0	-7	-16
6	COc1ccc(C(=O)NCc2nnc(SCC(=O)Nc3nc4ccccc4s3)o2)cc1	2	1	-7	-10
7	Cc1ccc(S(=O)(=O)N2CCN(CC(=O)Nc3ccc([N+](=O)[O-])cc3)CC2)cc1C	-1	-10	-2	15
8	CCOC(=O)C1(CCc2ccccc2)CCN(C(=O)CCn2cncn2)CC1	0	0	7	6
9	O=C(CN(Cc1ccco1)C(=O)CNS(=O)(=O)c1ccc(Cl)cc1)NCC1CCCO1 (centres undefined)	2	0	-2	-21
10	O=C(CSc1nc(O)c(C2CCCCC2)c(=O)[nH]1)NCC1CCCO1 (centres undefined)	-4	1	3	9
11	CCCNC(=O)CSc1nc2ccc(OCC)cc2s1	-3	-1	-4	1
12	O=S(=O)(c1ccccc1C(F)(F)F)N1CCC(n2cnc3ccccc32)CC1	2	1	-1	0

cpd	CCR6 antagonist	Gli-Sufu antag	A3G deaminase	MPTP block
1	-5	0	-9	1.0
2	4	-10	0	-0.3
3	-16	0	-10	-0.9
4	-1	-19	-3	0.7
5	-4	-2	-8	0.8
6	7	-2	1	0.9
7	14	12	-8	-10
8	-10	-1	-3	1.1
9	10	2	-5	-0.1
10	1	8	-5	-0.3
11	6	-16	-9	-1.4
12	10	3	-5	1.8

(listing goes on)
cpd	SMILES	APOBEC3A inh	GRIN3A LBD mod	CXCR6 block	EBI2 antag
13	O=C(NN1C(=O)NC2(CCCCC2)C1=O)c1ccc(-c2ccc(Cl)cc2)o1	-2	-4	-6	8
14	Cn1ccc(C(=O)N/N=C/c2ccncc2)n1	-3	3	0	-2
15	Cc1ccc(NC(=S)NNC(=S)NCc2ccccc2)cc1	3	1	33	34
16	Nc1ccc2ccccc2c1N=Nc1ccccc1	/	-2	34	41
17	O=c1[nH]c(CSc2nnnn2-c2ccc(Cl)cc2)nc2ccccc12	-2	-2	9	2
18	CSc1ccccc1C(=O)Nc1ncc(C)s1	0	0	3	-7
19	CCCCCCc1ccc(OCC(=O)O)cc1OCC(=O)O	4	0	-5	-2
20	COc1ccc(N2C(=O)C3CCCN3C2c2ccc(Cl)cc2)cc1 (centres undefined)	-5	0	6	-8
21	COc1ccc2c(c1)CC1c3c(cc4c(c3-2)OCO4)CC[N+]1(C)[O-] (centres undefined)	3	0	-10	-15
22	CCn1c(=O)cc(OCC(=O)Nc2cc(C)ccn2)c2ccccc21	-2	-1	-4	13
23	Cc1cc(C)cc(N=C2NC(=O)/C(=C/c3cccs3)S2)c1	42*	-6	3	23
24	CCCCCOC(=O)C1=C(C)NC(=O)NC1c1ccc2c(c1)OCO2 (centres undefined)	1	-1	-3	5

cpd	CCR6 antagonist	Gli-Sufu antag	A3G deaminase	MPTP block
13	7	1	-7	1.0
14	-6	-10	-5	-3.1
15	47	-22	9	7.8
16	42	-44	/	4.2
17	-7	1	-4	1.6
18	-3	15	-5	-4.3
19	-10	-5	1	0.5
20	2	12	-12	-1.2
21	-5	-10	-7	-1.0
22	-2	0	-4	-0.2
23	31	-2	13	12
24	0	28	-9	1.1

Continued:
cpd	SMILES	APOBEC3A inh	GRIN3A LBD mod	CXCR6 block	EBI2 antag
25	Cc1ccc(C)c(NC(=O)CSc2nc(N)c(NC(=O)c3cccs3)c(=O)[nH]2)c1	/	-1	-8	-3
26	COc1ccc(CN=C(Nc2ccccc2)SC2CC(=O)NC2=O)cc1 (centres undefined)	4	1	-8	0
27	COC(=O)c1cc(Cl)c(NC(=O)/C=C/c2ccc(OC)cc2)cc1OC	1	-1	-7	-12
28	COc1ccc(CCN(C)Cc2ccc(C(=O)Nc3ccccc3)cc2)cc1OC	-2	2	0	11
29	CCCc1nc2ccccc2c(C(=O)OCC(=O)NC2CC2)c1CC	-3	0	-4	1
30	CC1CCN(c2nc(-c3ccc(F)cc3)cc(C(F)(F)F)n2)CC1	-6	1	-5	-7
31	Cc1cc(C(=O)CSc2nnc(-c3ccccc3F)o2)c(C)n1Cc1cccs1	0	-1	1	8
32	CC1=CC(C)(C)n2c(O)c(N=NC(N)=S)c3cc(C)cc1c32	-2	-3	16	8
33	COc1ccc(CNCCS(=O)(=O)NC2CCCCC2)cc1	/	0	-1	-2
34	CCc1nnc(NS(=O)(=O)c2ccc(N)cc2)s1	37	-1	3	-4
35	Cc1oc(-c2ccc(Cl)cc2)nc1CN1CCC(C(=O)N2CCN(Cc3ccccc3)CC2)CC1	-6	0	2	-2
36	COCC(C)n1c(C)cc(C(=O)COC(=O)c2nn(C)c(=O)c3ccccc23)c1C (centres undefined)	-3	-1	-6	-8

cpd	CCR6 antagonist	Gli-Sufu antag	A3G deaminase	MPTP block
25	1	2	/	-1.3
26	10	3	0	-1.0
27	0	-5	-4	1.7
28	9	16	-8	1.1
29	8	-1	-6	-0.5
30	8	-2	-8	3.9
31	8	-27	-5	54*
32	36	-1	-7	11
33	3	1	/	-0.6
34	16	4	2	1.0
35	-6	10	-5	57*
36	7	-8	-4	-0.6

Some of the entries above, reformatted:
Values run as follows: APOBEC3A inh	GRIN3A LBD mod	CXCR6 block	EBI2 antag	CCR6 antagonist	Gli-Sufu antag	A3G deaminase	MPTP block
8) CCOC(=O)C1(CCc2ccccc2)CCN(C(=O)CCn2cncn2)CC1
    0	0	7	6	-10	-1	-3	1.1
19) CCCCCCc1ccc(OCC(=O)O)cc1OCC(=O)O
    4	0	-5	-2	-10	-5	1	0.5
7) Cc1ccc(S(=O)(=O)N2CCN(CC(=O)Nc3ccc([N+](=O)[O-])cc3)CC2)cc1C
    -1	-10	-2	15	14	12	-8	-10
34) CCc1nnc(NS(=O)(=O)c2ccc(N)cc2)s1
    37	-1	3	-4	16	4	2	1.0
26) COc1ccc(CN=C(Nc2ccccc2)SC2CC(=O)NC2=O)cc1 (centres undefined)
    4	1	-8	0	10	3	0	-1.0

Next results follow.
cpd	SMILES	APOBEC3A inh	GRIN3A LBD mod	CXCR6 block	EBI2 antag
37	O=C(CSc1nc2ccc(S(=O)(=O)N3CCOCC3)cc2[nH]1)N1CCOCC1	2	8	-7	5
38	COC(=O)C1=CN(c2ccc(F)cc2)C=C(C(=O)OC)C1c1ccc(O)cc1	-6	5	1	6
39	CCOc1ccc2nc(NC(=O)CN3C(=O)C4CCCCC4C3=O)sc2c1 (centres undefined)	0	-12	-1	7
40	O=C1OC2(CCCCC2)OC(=O)C1=CNc1nccs1	-3	4	-6	2
41	COc1ccccc1C1C=C(c2ccc(Cl)cc2)Nc2nc(N3C(=O)CCC3=O)nn21 (centres undefined)	0	3	-2	-18
42	CCS(=O)(=O)Nc1ccc(C2=NN(C(C)=O)C(c3cccs3)C2)cc1 (centres undefined)	0	0	-29	-9
43	COC(=O)c1ccccc1NC(=O)CCS(=O)(=O)c1cc2c(cc1C)NC(=O)CO2	7	3	2	1
44	CCN=C1SC(CC(N)=O)C(=O)N1CC (centres undefined)	-4	-1	7	6
45	C/C(=N\NC(=O)CSc1nc2ccccc2s1)c1ccco1	3	-1	-8	-7
46	Cc1cn(CC(=O)N2CCN(c3ccccn3)CC2)c(=O)[nH]c1=O	/	0	9	3
47	O=C(CN1C(=O)NC2(CCCC2)C1=O)Nc1nc(-c2ccc(F)c(F)c2)cs1	-1	-1	-10	5
48	CC(C)Cc1nnc(NC(=O)CS(=O)(=O)Cc2ccccc2)s1	2	0	-2	-10

cpd	CCR6 antagonist	Gli-Sufu antag	A3G deaminase	MPTP block
37	-18	-15	20	-1.0
38	22	-15	-9	0.6
39	0	-27	-4	-0.2
40	-8	0	-4	-1.5
41	7	0	-1	-0.6
42	8	-9	-4	1.6
43	-1	-16	3	-0.5
44	-4	-3	-5	-2.4
45	-10	-4	-7	-0.1
46	17	4	/	-0.2
47	-3	-7	-9	0.6
48	8	-4	-9	-0.7

Carrying on:
cpd	SMILES	APOBEC3A inh	GRIN3A LBD mod	CXCR6 block	EBI2 antag
49	Cc1ccccc1CNC(=O)C1CCC(=O)N(C2CCCCCC2)C1 (centres undefined)	2	2	-6	-6
50	Cc1csc(NC(=O)CSc2ncnc3c2cnn3-c2ccccc2Cl)n1	5	-4	-3	-7
51	COc1ccc(NC(=O)C2=Cc3cccc(OC)c3OC2)cc1	0	-11	3	7
52	COc1cc(-c2c(-c3cccc(C)c3)oc3ccccc23)cc(OC)c1OC	0	1	10	14
53	CC1=NN(C(N)=S)C(=O)C1N=Nc1c(C)cc(C)cc1C (centres undefined)	2	-3	17	2
54	Cc1cccc(-n2c(C)cc(/C=N/NC(N)=S)c2C)c1	-6	-7	4	12
55	COc1cc(NC(=O)COc2ccc(F)cc2)nc(OC)n1	0	0	-6	-5
56	CCN(CC)S(=O)(=O)c1ccc(F)cc1	2	-1	9	-5
57	Oc1ccc(-c2nccc(-c3ccc(Cl)cc3)n2)cc1	-5	57*	0	6
58	COc1cc(C)c(C(C)C)cc1S(=O)(=O)N1CCOCC1	-2	0	-2	0
59	S=C1SCN(Cc2ccccc2)CN1Cc1ccccc1	-4	-1	13	4
60	Cc1cc(C)nc(NS(=O)(=O)c2ccc(NC(=S)NC(=O)c3cccnc3)cc2)n1	-3	-1	19	-13
61	CSC1=NCCN1S(=O)(=O)c1ccc(NC(C)=O)cc1	2	0	4	-13
62	Cc1occc1C(=O)Nc1cc(=O)n(C)c(=O)n1C	-1	1	0	2

cpd	CCR6 antagonist	Gli-Sufu antag	A3G deaminase	MPTP block
49	2	-5	-6	1.4
50	8	-5	-1	-0.5
51	0	-84	-4	0.2
52	22	-5	-7	-0.4
53	30	-6	2	0.2
54	26	4	-10	1.2
55	3	3	-4	0.1
56	0	7	-3	-0.6
57	-28	-37	-6	-0.4
58	-4	5	0	-0.1
59	25	5	-1	18
60	29	-1	-3	-0.7
61	-18	-2	5	1.8
62	20	-3	-1	-2.0

Compound activity deposited in PubChem by Sanford-Burnham Center for Chemical Genomics.
